# DNA FID counter: fluorescent intercalator displacement, NS3 helicase counter-screen. DNA fluorescent intercalator displacement, fluorescence. inhibition, % at 7.9 µM. 290,000 tested, 0.17% active; in the data active means inhibition above about 37%;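 further: 0% = vehicle and 100% = reference compound; higher means more ethidium bromide displaced from hairpin DNA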
# CRFR2-BP antag: antagonists of CRF-binding protein/CRF-R2 receptor complex; AID 588475; inhibition, % at 11.8 µM; HEK293 CRF-R2/CRF-BP, CRF-induced calcium fluorescence; 350,000 tested, 0.59% active;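 active means inhibition of the ligand-induced calcium signal above about 50% at the single tested concentration, limit read from the data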
# MEKK2 mut-MEK5: signal of MEK5 binding to mutant human MEKK2 PB1 domain; percent response, % at 10 µM; 290,000 tested, 0.35% active; bead flow cytometry, Alexa488-MEK5 binding to MEKK2 mutant; in the data active means percent response above about 24%, passing the limit was not always enough; further: inactives centre near 1; some results filed as inactive read as strong as hits
# MEKK3 PB1 HTS: MEKK3-MEK5 PB1 interaction, increase or decrease; bead-based flow cytometry, Alexa488-MEK5 binding to MEKK3; actives lie on both sides; 0 = blocked by unlabeled MEK5, 100 = vehicle; AID 1529; Q99759; binding response (% of control), % at 10 µM; 290,000 tested, 1.4% active;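 active means binding response more than 3 SD above or below the average of its plate-row segment, actives on both sides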;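 further: Alexa488 bead fluorescence after subtracting the streptavidin-only scavenger bead signal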
# Target sequence (Q99759 whole entry, looked up): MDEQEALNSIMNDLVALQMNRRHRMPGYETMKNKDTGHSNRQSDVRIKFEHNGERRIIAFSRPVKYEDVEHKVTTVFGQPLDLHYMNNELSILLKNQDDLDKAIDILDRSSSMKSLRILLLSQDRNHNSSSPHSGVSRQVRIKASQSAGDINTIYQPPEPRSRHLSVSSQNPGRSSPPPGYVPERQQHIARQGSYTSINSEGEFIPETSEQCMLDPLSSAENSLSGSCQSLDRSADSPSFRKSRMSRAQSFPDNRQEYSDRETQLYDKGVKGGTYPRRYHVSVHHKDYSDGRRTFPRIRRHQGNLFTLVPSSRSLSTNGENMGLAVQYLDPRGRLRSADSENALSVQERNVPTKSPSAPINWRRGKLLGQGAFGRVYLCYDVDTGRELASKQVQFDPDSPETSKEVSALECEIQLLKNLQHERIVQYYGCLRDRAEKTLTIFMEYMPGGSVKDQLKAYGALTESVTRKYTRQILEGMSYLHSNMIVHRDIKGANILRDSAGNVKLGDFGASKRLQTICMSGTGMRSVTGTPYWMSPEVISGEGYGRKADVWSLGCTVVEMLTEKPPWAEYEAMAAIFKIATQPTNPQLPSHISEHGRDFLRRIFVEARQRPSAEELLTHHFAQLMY
# MEKK2 WT-MEK5: raises or lowers MEK5 binding to wildtype human MEKK2 PB1 domain. 290,000 tested, 1.1% active. binding response (% of control), % at 10 µM. bead flow cytometry, Alexa488-MEK5 binding to MEKK2 WT; actives lie on both sides; in the data active means binding response below about 67% or above about 130%
# NS3 helicase inh: inhibitors of Hepatitis C virus NS3 helicase | NS3 helicase DNA unwinding, Cy5 molecular beacon fluorescence | inhibition, % at 10.9 µM | 290,000 tested, 0.56% active;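 active means inhibition above the mean of all tested compounds plus 3 SD, set per campaign, cut at about 35% in these data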;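 further: 0% = DMSO wells and 100% = thioflavine S control wells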
#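 System: HCV NS3 helicase fragment; control set: DMSO and thioflavine S; technique: Cy5 fluorescence at 0 and 60 min, beacon hairpin quenching; reagent: beacon DNA duplex substrate plus ATP; replicates: singlicate; schedule: 1 h reaction at 25 °C, ATP-initiated; medium: MOPS buffer pH 6.5 with MgCl2, DTT, Tween20, BSA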
# SUMO HTRF inh: SUMOylation inhibition; HTRF SUMOylation assay, SAE1/SAE2 + UBC9, in vitro; inhibition, % at 35 µM; 290,000 tested, 0.36% active; P63279; in the data active means inhibition above about 50%, passing the limit was not always enough; further: strong numbers were not always called active
# Target sequence (P63279 whole entry, looked up): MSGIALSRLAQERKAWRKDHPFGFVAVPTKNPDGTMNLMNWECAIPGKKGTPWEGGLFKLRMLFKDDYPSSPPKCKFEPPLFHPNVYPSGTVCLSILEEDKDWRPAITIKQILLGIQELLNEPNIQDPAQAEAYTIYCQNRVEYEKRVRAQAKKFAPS
# CRFR2-BP ag: CRF-BP/CRF-R2 complex agonism | activation, % at 13.2 µM | 350,000 tested, 0.46% active | AID 588473 | HEK293 CRF-R2/CRF-BP, calcium dye fluorescence (FLIPR); percent of saturating CRF peptide response;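 active means activation of at least 50%, plus an integration ratio under a set limit after plate pattern correction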;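 further: plate controls were neutral control wells without compound for no effect and CRF at EC100 for full effect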
# GalR3 antag: antagonists of human GalR3. O60755. 360,000 tested, 0.44% active. HEK293 GalR3-CNG cAMP membrane potential fluorescence; galR3 body fused to GalR1 C-terminus. AID 651719. inhibition, % at 3 µM;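 active means inhibition above the screen-wide average plus 3 SD, cut at about 13% in these data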;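 further: forskolin and galanin both at EC90 stimulate the cells; cAMP rise reported by CNG channel membrane potential dye signal; 0% = forskolin plus galanin with DMSO and 100% = forskolin alone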
# Target sequence (O60755 1-299 limits assumed): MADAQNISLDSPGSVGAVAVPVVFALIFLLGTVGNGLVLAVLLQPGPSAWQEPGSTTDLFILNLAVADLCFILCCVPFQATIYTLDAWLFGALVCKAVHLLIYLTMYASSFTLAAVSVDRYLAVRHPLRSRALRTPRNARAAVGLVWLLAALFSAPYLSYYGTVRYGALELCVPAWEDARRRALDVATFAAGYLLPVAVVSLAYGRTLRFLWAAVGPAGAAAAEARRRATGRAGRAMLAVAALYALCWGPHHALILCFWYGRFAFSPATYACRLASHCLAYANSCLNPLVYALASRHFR
# Numbers without * were called inactive; nt = not tested or not shown; [ ] = remark or other dose. The list is partial (hit frequency here may not be typical).
Compound	DNA FID counter	CRFR2-BP antag	MEKK2 mut-MEK5	MEKK3 PB1 HTS	MEKK2 WT-MEK5	NS3 helicase inh	SUMO HTRF inh	CRFR2-BP ag	GalR3 antag
COc1nc(N)c(S(=O)(=O)c2ccccc2)cc1C#N	-0.4	3.9	-2.0	94.0	95.0	6.7	6.1	-0.9	-10.1
CCCC(=O)OCC(=O)Nc1ccccc1Sc1ccccc1	-15.2	31.1	4.0	95.0	97.0	-5.7	9.2	-0.1	-11.2
CC(=O)c1cnn(-c2ccc(Cl)c(Cl)c2Cl)c1C	-9.7	34.3	-7.0	92.0	85.0	1.4	-1.4	-8.7	-3.5
O=C(CSc1ccc(-c2cccnc2)nn1)c1ccc([N+](=O)[O-])cc1	1.8	-11.5	-1.0	115.0	100.0	2.4	22.5	0.1	7.0
COc1ccc(C2CC(c3ccc4ccccc4c3)=NN2C(=O)CSc2ncccn2)cc1 (centres undefined)	1.2	1.8	7.0	95.0	109.0	-7.2	-36.5	-0.3	-9.2
Cc1ccc(Cn2nnnc2CN2CCC(NC(=O)c3ccccc3F)CC2)cc1	-30.9	-5.6	3.0	102.0	104.0	3.5	-28.9	-1.4	5.0
Cc1ccc(C(=O)NNC(=O)c2cccs2)cc1	0.0	5.3	-11.0	88.0	83.0	1.4	-3.8	0.6	-1.7
Cc1oc(-c2ccc(Cl)cc2)nc1CN1CCC(C(=O)NCCCN2CCCC2=O)CC1	15.0	-4.8	5.0	105.0	108.0	-0.8	25.5	2.7	0.0
COc1ccc(OC)c(C2NC(=O)c3sc(=S)n(-c4ccccc4)c3N2)c1 (centres undefined)	-5.4	-3.9	-5.0	95.0	91.0	5.1	33.6	-0.7	-4.0
O=C(Nc1ccccc1)c1ccc(F)cc1F	nt	26.7	-6.0	97.0	96.0	nt	nt	-2.4	-5.0
CCOC(=O)c1sc2nc(CC(C)C)c3c(c2c1N)CCC3	-4.0	-40.4	-1.0	100.0	99.0	8.4	-0.4	1.1	3.5
COC(=O)CSc1nc(N2CCOCC2)c2c(c1C#N)CC(C)(C)OC2	-30.5	0.9	5.0	99.0	98.0	4.2	7.0	1.6	-7.8
Cc1ccccc1C(=O)Nc1cc(S(=O)(=O)N2CCCCC2)ccc1N1CCN(C)CC1	15.4	-9.9	-1.0	97.0	107.0	-11.3	2.2	-0.5	0.6
O=C(c1cccs1)N(Cc1ccco1)c1nc(-c2ccc(F)cc2)cs1	-3.3	-12.7	2.0	83.0	93.0	-2.7	2.4	10.6	-4.7
O=C(Nc1ccc(S(=O)(=O)N2CCOCC2)cc1)c1cc(-c2cc(Cl)ccc2O)n[nH]1	9.9	-5.6	9.0	106.0	110.0	22.1	-18.3	3.3	1.2
CC(C)c1nc(N2CCN(C(=O)c3ccccc3)CC2)c(C#N)c2c1COC(C)(C)C2	-7.4	27.8	2.0	106.0	106.0	6.9	-20.3	0.8	2.0
FC(F)(F)c1cccc(Cc2noc(CN3CCCC(CN4CCCC4)C3)n2)c1 (centres undefined)	7.2	2.5	9.0	106.0	112.0	-10.5	1.1	1.9	-10.1
O=C(Cc1cccs1)NCc1cccc(F)c1	2.2	6.6	5.0	104.0	104.0	-1.8	-6.1	0.2	-2.8
NC(=O)c1ccccc1OCCOCCOCCOc1ccccc1C(N)=O	-7.2	1.9	5.0	100.0	99.0	4.2	8.7	-1.2	-1.8
C=CCc1ccccc1OCC(O)CNC (centres undefined)	2.3	7.7	6.0	104.0	110.0	-1.2	-10.5	-0.1	-5.6
CC(NC(=O)c1ccc(NC2=NC3CS(=O)(=O)CC3S2)cc1)c1ccccc1 (centres undefined)	-4.8	-6.8	-8.0	99.0	95.0	2.9	13.2	0.6	nt
Cc1cc(OCCCCCNCCO)ccc1Cl	10.1	-17.8	14.0	103.0	113.0	-7.3	12.7	10.4	-7.3
O=C(CN1CCN(Cc2ccccc2F)C1=O)NCc1cccnc1	-1.2	1.9	12.0	104.0	104.0	-2.7	-6.8	2.1	1.9
CC(=O)/C(N=Nc1ccc(OC(F)(F)F)cc1)=C(\C)O	1.8	-17.8	5.0	99.0	95.0	6.2	-0.6	-4.5	-2.8
O=C(CSc1c(F)c(F)cc(F)c1F)Nc1ccc(C2SCCS2)cc1	-1.7	-18.2	3.0	105.0	100.0	4.3	11.7	2.5	-5.2

# Later entries:
Compound	DNA FID counter	CRFR2-BP antag	MEKK2 mut-MEK5	MEKK3 PB1 HTS	MEKK2 WT-MEK5	NS3 helicase inh	SUMO HTRF inh	CRFR2-BP ag	GalR3 antag
COc1ccccc1C(c1nnnn1CC1CCCO1)N1CCC(C(N)=O)CC1 (centres undefined)	-3.9	1.5	-5.0	74.0*[inhibitor]	85.0	3.7	12.0	1.0	-5.3
Cc1ccc2ccc(S(=O)(=O)NCc3ccccn3)cc2c1	-22.2	-3.1	2.0	102.0	101.0	-4.7	6.4	-0.6	1.6
Cc1cc(=O)oc2cc(OCC(=O)c3ccccc3)ccc12	-6.0	8.5	4.0	108.0	110.0	0.9	18.8	-1.4	-9.8
O=C(Cc1cccc2ccccc12)NNC(=O)c1ccc(Br)o1	-14.7	9.6	11.0	101.0	99.0	25.3	-1.1	0.6	-9.5
CCc1cccc(CC)c1NC(=O)CCCSc1nc2ccccc2s1	-25.1	-7.2	3.0	114.0	110.0	-4.9	7.3	-0.3	-6.5
COc1ccc(Cl)cc1NC(=O)CSc1nnc(Cn2c(=O)sc3ccccc32)n1C	3.5	-17.0	2.0	100.0	99.0	-0.3	-12.7	-1.0	7.3
COC(=O)CC1C(=O)NCCN1C(=O)c1ccc([N+](=O)[O-])cc1 (centres undefined)	1.1	-6.0	4.0	101.0	101.0	1.8	9.4	3.1	-11.7
O=S(=O)(Nc1cccc(CO)c1)c1cccs1	-11.0	-8.1	-9.0	97.0	98.0	8.4	5.3	-0.5	-5.0
Cc1nc(-c2coc3cc(C)c(N=O)c(O)c3/c2=N\N)cs1	-3.9	-20.1	-1.0	105.0	101.0	6.1	-15.6	5.9	-3.6
CCCc1nc(SCC(=O)N2CCCC2)c2ccccc2n1	-19.0	-13.6	6.0	104.0	104.0	0.7	3.9	0.7	-2.3
Cc1cccc(N2CCN(S(=O)(=O)c3cc(-c4cc(C)no4)ccc3C)CC2C)c1 (centres undefined)	-30.2	-16.7	-4.0	98.0	95.0	-13.5	3.5	1.1	51.8*
O=C(COC(=O)c1cn(-c2ccccc2)nc1-c1ccc(F)cc1)Nc1ncc(Cl)cc1Cl	-1.9	-4.8	8.0	96.0	112.0	3.0	-11.2	0.7	-4.1
Cc1cccn2c(=O)c3cc(C(=O)NCc4cccnc4)c(=N)n(CC4CCCO4)c3nc12 (centres undefined)	7.8	15.7	3.0	99.0	93.0	11.3	14.3	-3.7	-5.2
CN(Cc1nc(CCc2ccccc2)no1)Cc1cccs1	-6.8	15.0	-16.0	79.0	71.0	-6.8	-3.7	2.3	0.3
CN(C)C(=O)CSc1nnc(Cc2ccc([N+](=O)[O-])cc2)o1	1.6	-11.2	4.0	100.0	98.0	-4.6	-0.8	1.2	-6.4
CCC(c1nnnn1Cc1ccc(OC)cc1)N1CCN(C(=O)c2ccco2)CC1 (centres undefined)	-21.6	-0.7	2.0	102.0	104.0	-4.8	8.5	-0.4	-10.1
CCCCN(CC)Cc1ccc(CNC(=O)Nc2ccc(OCC)cc2)o1	8.9	-13.5	-4.0	98.0	99.0	0.6	-1.2	11.6	-8.3
COc1ccc(-c2oc3ncnc(NCCCN(C)C)c3c2-c2ccc(OC)cc2)cc1	18.7	-3.5	30.0*	109.0	171.0*	-57.6	0.6	0.8	-5.3
c1ccc(OCc2nc3c4c(ncn3n2)-c2ccccc2CC42CCCC2)cc1	-3.6	-18.1	0.0	119.0	103.0	1.2	-13.3	5.9	1.1
Cc1ccc(C2CC(=O)c3cnn(-c4nc(C)cc(C)n4)c3C2)cc1 (centres undefined)	-40.0	-36.0	-1.0	97.0	94.0	-12.1	-8.3	4.1	-2.0
O=C(Nc1ccccc1)N1CCN(c2ccc(C(F)(F)F)cn2)CC1	-10.6	7.9	-5.0	98.0	94.0	2.8	2.1	-2.4	-4.3
Cc1[nH]c2ccccc2c1C(=O)COC(=O)C1CC(=O)N(Cc2ccccc2)C1 (centres undefined)	-25.6	-0.8	-1.0	97.0	101.0	1.6	0.7	-0.8	-5.8
CCCN1Cc2cccc(C(=O)NCc3ccc4c(c3)OCO4)c2C1=O	-9.3	23.8	3.0	106.0	107.0	0.6	21.6	-4.1	-2.8
CCOC1C(=O)NC(=O)N1Cc1ccccc1 (centres undefined)	-13.1	4.4	5.0	97.0	100.0	6.9	-10.0	1.0	-9.6
Cc1nn2c(NCCOCCO)c3c(nc2c1-c1ccccc1)CCC3	-15.1	-7.0	-1.0	104.0	105.0	-0.8	4.8	0.4	-3.0

# (more compounds)
Compound	DNA FID counter	CRFR2-BP antag	MEKK2 mut-MEK5	MEKK3 PB1 HTS	MEKK2 WT-MEK5	NS3 helicase inh	SUMO HTRF inh	CRFR2-BP ag	GalR3 antag
CC1CN=C(c2cccn2Cc2ccc(F)cc2Cl)O1 (centres undefined)	6.1	10.5	nt	nt	nt	-11.6	-5.4	-1.4	-1.6
COc1ccc(CC(=O)N/N=C/c2c(C)n(C)c3ccccc23)cc1OC	-32.6	-13.7	8.0	109.0	106.0	-5.2	1.9	-4.9	0.8
Cc1nc(SCC(=O)NCc2ccco2)c2c(C)c(C)sc2n1	-9.7	5.1	1.0	101.0	100.0	0.2	-19.4	-6.2	-3.0
CC(NC(=O)c1cc(=O)[nH]c2ccc(Br)cc12)c1ccccc1 (centres undefined)	-6.0	nt	-1.0	99.0	105.0	12.8	4.7	nt	-2.8
Cc1nnc2sc(-c3ccc(-c4ccc(Cl)c(C(F)(F)F)c4)o3)nn12	nt	-4.9	4.0	110.0	102.0	nt	12.2	0.8	-1.8
CCCSc1nnc(CSc2nc3nc(C)cc(C)n3n2)o1	-7.2	-1.1	4.0	108.0	106.0	2.5	-21.4	-1.3	-2.4
O=C(Nc1ccccc1Cl)c1cccc(NS(=O)(=O)c2ccccc2)c1	-9.7	nt	6.0	102.0	103.0	-4.8	-8.1	nt	nt
O=S(=O)(NCCN1CCOCC1)c1cccc(C(F)(F)F)c1	-2.6	5.6	4.0	98.0	98.0	7.4	-1.3	1.9	-7.2
Cc1cccc(NC(=O)c2ccc(C(=O)Nc3cccc(C)c3)nc2)c1	-5.9	-0.5	-2.0	97.0	94.0	1.4	-9.0	-0.2	-6.7
Cc1nn(-c2ccccc2)c(N2CCCC2)c1/C=N/Nc1ccc(S(N)(=O)=O)cc1[N+](=O)[O-]	5.1	59.6*	2.0	95.0	100.0	0.6	-21.9	-0.1	-2.1

# Three entries drawn at random from the list so far, as already listed:
Compound	DNA FID counter	CRFR2-BP antag	MEKK2 mut-MEK5	MEKK3 PB1 HTS	MEKK2 WT-MEK5	NS3 helicase inh	SUMO HTRF inh	CRFR2-BP ag	GalR3 antag
COc1ccc(CC(=O)N/N=C/c2c(C)n(C)c3ccccc23)cc1OC	-32.6	-13.7	8.0	109.0	106.0	-5.2	1.9	-4.9	0.8
O=S(=O)(NCCN1CCOCC1)c1cccc(C(F)(F)F)c1	-2.6	5.6	4.0	98.0	98.0	7.4	-1.3	1.9	-7.2
Cc1cccc(NC(=O)c2ccc(C(=O)Nc3cccc(C)c3)nc2)c1	-5.9	-0.5	-2.0	97.0	94.0	1.4	-9.0	-0.2	-6.7

# Screening results as filed in PubChem.
